D3 antag: antagonists of human D3 dopamine receptor | actives 2.5% (n = 360,000) | AID 652054 | P35462 | D3R cells, DiscoveRx beta-arrestin luminescence, antagonist mode; active compounds read low | max response, negative = inhibition, %; in the data active = max response below about -50%; inconclusive = no clear call, values can overlap the other calls; note: % is set by controls: 0 for no effect and ±100 for the full control effect; mostly tested at two doses, the higher about 12 µM
Target sequence (P35462 whole entry, looked up): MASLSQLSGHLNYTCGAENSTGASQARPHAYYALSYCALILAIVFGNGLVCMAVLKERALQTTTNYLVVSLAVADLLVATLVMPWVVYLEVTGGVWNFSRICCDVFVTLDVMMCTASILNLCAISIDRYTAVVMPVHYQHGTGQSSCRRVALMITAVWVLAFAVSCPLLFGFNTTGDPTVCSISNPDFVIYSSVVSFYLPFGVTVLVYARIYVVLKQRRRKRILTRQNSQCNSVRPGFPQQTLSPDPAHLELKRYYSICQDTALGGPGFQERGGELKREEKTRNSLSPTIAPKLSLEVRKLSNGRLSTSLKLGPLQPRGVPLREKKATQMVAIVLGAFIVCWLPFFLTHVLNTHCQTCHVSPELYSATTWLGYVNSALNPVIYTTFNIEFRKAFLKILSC
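Cells plated overnight at 1500 cells/well, then exposed to library compounds with dopamine controls for 90 minutes at 37 degrees C. DiscoveRx reagent added for 30–60 minutes at room temperature; luminescence read, quantitative HTS format.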
FUS suppressor: rescues growth of FUS-expressing yeast. AID 1347120. S. cerevisiae FUS-expressing, growth rescue, OD600, 24 h. actives 0.24% (n = 390,000). Potency, µM (series often up to 76.6 µM), for inactives: at the top dose growth rescue (activation), usual class: activators;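 note: potency is the fitted concentration of half-maximal effect; plate controls were DMSO vehicle for no effect and reference control for full effect; nearly all actives have a fitted effect of over 55% in size; some results filed as inactive show a strong effect at the top dose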
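Read-out: OD at 600 nm after 24hr at 30C, reporting rescue of FUS-induced yeast toxicity. Cells at OD 0.005 in galactose (2%) minimal medium; compounds tested in a dilution series; CP55940 titration from 92uM final as control.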
EPAC2 ag: agonists of human EPAC2 (RAPGEF4) | EPAC2 activation, biochemical qHTS; response scale: 100% = 6.5 mM cAMP response | Potency, µM (highest dose often 154 µM), for inactives: top-dose activation, usual class: activators | actives 0.079% (n = 360,000); note: potency is the fitted concentration of half-maximal effect; nearly all actives have a fitted effect of over 50% in size
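Exchange assay: 100 nM EPAC2 with 250 nM Rap1B-BODIPY-GDP and 50 uM GDP. Fluorescence (ex 480/em 540 nm) read every 5 min for 30 min at room temperature. Data normalized to 6.5 mM cAMP as agonist control.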
Abeta rescue: compounds reversing amyloid beta toxicity in yeast | yeast expressing A-beta42, growth rescue, OD600, 48 h; response scale: 0% DMSO, 100% iron-clioquinol control | actives 0.063% (n = 410,000) | AID 1347071 | Potency, µM (titrated, usually from 46.1 µM), for the others: at the highest dose growth rescue, most hits filed as activators; note: potency is the fitted concentration of half-maximal effect; nearly all actives have a fitted effect of over 55% in size
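Yeast growth medium received pinned compounds, then yeast cells expressing toxic A-beta were added; plates incubated at 30 C for 48 hr. Growth read as absorbance at 600 nm, normalized to DMSO and equimolar FeCl3 plus clioquinol controls.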
TDP-43 yeast inh: TDP-43 toxicity inhibition in yeast; TDP-43 expressing yeast growth rescue, BacTiter-Glo, 24 h; Potency, µM (series often up to 46.1 µM), for the others: at the top dose growth rescue (activation), most hits filed as activators; actives 1.8% (n = 410,000); note: potency is the fitted concentration of half-maximal effect; % of control where 0% means no effect; nearly all actives have a fitted effect of over 50% in size
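Yeast expressing TDP-43 (pregrown in raffinose, seeded at OD600=0.02 in galactose medium) exposed to compounds 24 hr at 30 deg C. Growth read by BacTiter-Glo luminescence; rescue of toxicity appears as increased signal.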
D3 ag: activates the human D3 dopamine receptor. P35462. D3R DiscoveRx beta-arrestin cells, luminescence, 90 min. max activation, %. actives 0.58% (n = 410,000). AID 652048; in the data active = max activation above about 30%; note: 0% is about no effect; mostly tested at two doses, the higher about 12 µM
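Agonist mode: compounds and dopamine controls were applied to plated cells for 90 min at 37 degrees C after an overnight attachment at 1500 cells/well. Luminescent read-out followed 30 - 60 minutes at room temperature with DiscoveRx detection reagent.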
aSyn yeast inh: inhibitors of alpha-synuclein toxicity in yeast; Yeast expressing alpha-synuclein, growth rescue, BacTiter-Glo, 24 h; Potency, µM (titrated, usually from 46.1 µM), for inactives: at the highest dose growth rescue (activation), hits mostly activators; actives 0.14% (n = 370,000); AID 652106; note: potency is the fitted concentration of half-maximal effect; % of control where 0% means no effect; nearly all actives have a fitted effect of over 65% in size
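Rescue of yeast growth: cells expressing toxic alpha-synuclein, induced in galactose at OD600 0.02, incubated with compound 24 h at 30 C. ATP luminescence quantified growth; inhibitors of toxicity appear as activators.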
EPAC2 antag: EPAC2 (human) antagonism | EPAC2 GEF exchange of Rap1B-BODIPY-GDP, fluorescence | AID 720708 | actives 0.18% (n = 360,000) | Q8WZA2 | Potency, µM (series often up to 114 µM), for inactives: top-dose activity, negative = inhibition, most hits filed as inhibitors; note: potency is the fitted concentration of half-maximal effect; % is set by controls: 0 for no effect and ±100 for the full control effect; nearly all actives have a fitted effect of over 45% in size; many of its hits are not listed in these tables
An asterisk follows results filed as active; ? = inconclusive; nt = no result given; [ ] = dose if it differs, or a comment. Unless noted, calls come from the whole dose curve; as a rule, active = well fitted curve in the direction sought with a large enough effect; inconclusive = small, poorly fitted or top-dose-only effect, or another doubt; inactive = no such curve, though single readings can be large; an effect the other way counts as inactive or inconclusive.

Under each structure – TDP-43 yeast inh	Abeta rescue	D3 ag	aSyn yeast inh	D3 antag	EPAC2 antag	EPAC2 ag	FUS suppressor
NC(=O)[C@@H]1CCOc2c(F)cc([N+](=O)[O-])cc2C(=O)N[C@@H](CO)C(=O)NCC(=O)N1
  11%	7%	1	-1%	18	-2%	10%	8%
Cc1ccc(S(=O)(=O)/C(C#N)=C/c2c(N3CCCCC3)nc3ccccn3c2=O)cc1
  6%	1%	-12	7%	-26	-7%	7%	-11%
CCCCN(C)CC(O)Cn1cc(/C=C/C(=O)c2ccc(Br)cc2)c2ccccc21 (stereo unspecified)
  -16%	-38%	-14	-43%[inhibitor]	nt	nt	nt	37%
COc1cc(/C=N/NC(=O)Cc2ccc(Br)cc2)cc(OC)c1O
  14%	-1%	4	2%	2	-1%	-4%	13%
O=C(O)c1ccc2c(c1)NC(=O)C(N1CCCC1)S2 (stereo unspecified)
  -17%	6%	0	1%	6	-7%	6%	14%
CCc1ccc(N(C(=O)CNC(=O)c2ccco2)C(C(=O)NCC2CCCO2)c2ccccc2)cc1 (stereo unspecified)
  -2%	8%	6	3%	1	-6%	3%	14%
COc1ccc(S(=O)(=O)N(C)C[C@H]2Oc3ccc(NC(=O)Nc4ccc5c(c4)OCO5)cc3C(=O)N([C@H](C)CO)C[C@@H]2C)cc1
  1%	0%	-11	8%	9	-2%	6%	?
Cc1ccc2c(c1)C1CN(C)CCC1N2S(=O)(=O)c1ccc(Oc2ccc([N+](=O)[O-])cc2)cc1 (stereo unspecified)
  6%	4%	-15	?	-69*	-11%	16%	24%
CCOc1ccc(-c2cn3c(n2)sc2cc(C(=O)NCCCN4CCCCC4)ccc23)cc1
  -18%[9.22 µM]	-63%[inhibitor]	-13	nt	nt	nt	nt	3%
O=C1CCCc2c1nn(-c1ccccc1)[n+]2[O-]
  -20%	7%	2	-3%	4	4%	-1%	2%
COc1ccc(C(=O)COC(=O)CCN2C(=O)[C@@H]3[C@H](C2=O)[C@@H]2C[C@H]3C(Br)C2Br)cc1 (stereo partly specified)
  -10%	-12%	-13	-7%	-28	-2%	12%	nt
O=C(Nc1ccc(C(=O)N2CCCCC2)cc1)c1nsc2ccccc12
  ?	-40%[inhibitor]	3	nt	nt	nt	nt	32%
CCC(SC1=N/C(=C/c2ccccc2)C(=O)N1c1ccccc1)C(=O)Nc1cc(C)on1 (stereo unspecified)
  3%	15%	-31	-1%	?	8%	15%	28%
COc1ccc(NC(=S)NC(=O)c2cncc(Br)c2)cc1
  10%	20%	-20	-14%	0	-2%	6%	24%
CN(C)C(CNc1ncnc2ccccc12)c1c(F)cccc1Cl (stereo unspecified)
  -6%	-9%	-11	-1%	0	10%	14%	19%

Next records
Under each structure – TDP-43 yeast inh	Abeta rescue	D3 ag	aSyn yeast inh	D3 antag	EPAC2 antag	EPAC2 ag	FUS suppressor
O=C1ON=C(c2ccc(Cl)cc2)/C1=C/c1ccc(O)cc1
  ?	-20%	2	-2%	2	6%	-8%	25%
Cc1c(C(=O)OCC(=O)NC2CCCCC2)oc2ccccc12
  9%	-4%	-1	2%	-27	8%	2%	nt
CCC(=O)Nc1ccc(NC(=O)/C=C/c2ccc(Cl)cc2)cc1
  1%	5%	2	1%	-22	6%	-6%	nt
Cc1cccc(NC(=O)CSc2cc(C)c3ccccc3n2)c1
  16%	-7%	8	nt	nt	nt	nt	-28%
O=C(O)/C=C/c1ccc(OCc2cccc(F)c2)cc1
  -1%	-14%	8	3%	5	5%	8%	17%
CC1CC(NC(=O)/C=C/C(=O)O)CC(C)(C)C1 (stereo unspecified)
  14%	13%	-4	11%	4	4%	0%	-6%
C=CCn1c(=O)c2ccccc2n2nnc(C(=O)OCC)c12
  12%	-24%	-1	-11%	-6	-2%	5%	1%
COc1ccccc1NC(=O)C1CCN(C(=O)c2sc3nc[nH]c(=O)c3c2C)CC1
  1%	-8%	-13	nt	nt	nt	nt	-9%
CCOc1cc2[nH]c(=S)n(CCN3CCCCC3C)c(=O)c2cc1OCC (stereo unspecified)
  9%	3%	-2	nt	?	0%	-19%	4%
CN1CC(=O)N2[C@H]3c4ccccc4OC[C@@H]3[C@H](c3ccccc3)[C@]2(C)C1=O
  2%	0%	-2	5%	-26	1%	9%	10%
O=C(CNC(=O)c1ccccc1F)N/N=C/c1cc(Br)ccc1OC(=O)/C=C/c1ccco1
  30%	6%	0	21%	-12	-3%	7%	41%
CCOC(=O)C1CCN(S(=O)(=O)c2ccc3[nH]c(=O)oc3c2)CC1
  17%	-17%	-3	-3%	4	3%	5%	-3%
COc1cccc(CNc2ccc(S(=O)(=O)N3CCCC3)cn2)c1
  ?	20%	9	19%	0	10%	-6%	10%
O=C(COC(=O)/C=C/c1ccc(C(F)(F)F)cc1)NCc1ccco1
  18µM*	-30%[inhibitor]	-6	-5%	-6	4%	1%	16%
COc1ccc(CNC(=O)c2ccc(-c3nc(CSc4ccccc4)c(C)o3)cc2)cc1
  -8%	-11%	-7	nt	nt	nt	nt	1%

2 entries from above, with tabs:
SMILES	TDP-43 yeast inh	Abeta rescue	D3 ag	aSyn yeast inh	D3 antag	EPAC2 antag	EPAC2 ag	FUS suppressor
CCOC(=O)C1CCN(S(=O)(=O)c2ccc3[nH]c(=O)oc3c2)CC1	17%	-17%	-3	-3%	4	3%	5%	-3%
COc1cccc(CNc2ccc(S(=O)(=O)N3CCCC3)cn2)c1	?	20%	9	19%	0	10%	-6%	10%

(more compounds)
Under each structure – TDP-43 yeast inh	Abeta rescue	D3 ag	aSyn yeast inh	D3 antag	EPAC2 antag	EPAC2 ag	FUS suppressor
O=C(Nc1cccc(-c2nc3ncccc3o2)c1)c1ccco1
  ?	8%	0	1%	9	-1%	0%	15%
CCN(CC(=O)NCc1ccc(Cl)cc1)CC(=O)Nc1ccc(C(N)=O)cc1
  -13%	0%	2	1%	11	-8%	-4%	1%
Cc1nnc(SC2CC(=O)N(c3ccccc3)C2=O)s1 (stereo unspecified)
  9%	17%	-4	-3%	-11	10%	7%	-19%
Cc1cccc(C(=O)N[C@H](C(=O)Nc2ccc3c(c2)OCO3)C(C)C)c1
  0%	13%	2	1%	-1	3%	7%	8%
CCNc1nc(NC(C)C)nc(NS(=O)(=O)c2ccc(C)cc2)n1
  -9%	-10%	14	?	6	8%	-5%	-18%
CC(=O)Nc1sc(N/N=C/c2ccc(O)cc2)nc1-c1ccc(C)cc1
  -5%	0%	4	-10%	-11	-25%	10%	?
Cc1cccc(C)c1NC(=O)CNC(=O)c1ccc2ccccc2n1
  11%	-6%	-14	14%	0	7%	-3%	-9%
Cc1cccc(N=C2NC(=O)c3cc([N+](=O)[O-])ccc32)c1
  ?	3%	-2	0%	-3	0%	-4%	-16%
COCCC(=O)N1CCCC(C(=O)c2ccc(C(F)(F)F)cc2)C1 (stereo unspecified)
  14%	-16%	3	5%	16	11%	3%	-32%
COc1ccc(C2N(c3ccc(F)cc3)C(=O)C3CCCN32)cc1 (stereo unspecified)
  0%	12%	4	2%	14	5%	-1%	-12%
c1ccc(CSc2nnc(-c3ccco3)n2Cc2ccccc2)cc1
  ?	-8%	-14	16%	-16	-1%	0%	15%
Cc1cccc(NC(=O)C(=O)NCC(c2ccc3c(c2)OCO3)N2CCN(C)CC2)c1C (stereo unspecified)
  3%	8%	-1	nt	nt	nt	nt	-13%
COc1cc(OC)cc(-c2c(-c3cccs3)c3cc(-c4ccc(CN5CCOCC5)cc4)ccc3n2C)c1
  22µM*	-30%	6	-14%	31	7%	3%	?
Cc1ccc(OCCn2c(=O)cnc3ccccc32)cc1
  ?	21%	-5	2%	27	-24%	?	2%
Cc1nn(Cc2ccccc2)c(C)c1NC(=O)CSc1nc2c(c(C(F)(F)F)n1)CCc1ccccc1-2
  13%	5%	1	0%	9	13%	-10%	4%

Next section.
Under each structure – TDP-43 yeast inh	Abeta rescue	D3 ag	aSyn yeast inh	D3 antag	EPAC2 antag	EPAC2 ag	FUS suppressor
CCCC[C@@H]1CNC(=O)C(=O)N1CC(C)(C)C
  1%	1%	13	2%	0	-4%	7%	-16%
CC(C)c1ccc(Nc2c(-c3ccc(N(C)C)cc3)nc3cnccn23)cc1
  19%	-2%	6	nt	nt	nt	nt	-7%
COc1ccc2[nH]cc(CCN=C(NC(=O)c3ccccc3OC)Nc3nc(C)cc(C)n3)c2c1
  -5%	-16%	3	6%	nt	nt	nt	35%
Cc1ccc2c(c1)CCCN2C(=O)c1cc(C)c(C)s1
  10%	7%	-1	19%	-20	-9%	14%	19%
COCCSc1nnc(NC(=O)c2cc(C(=O)OC)cc([N+](=O)[O-])c2)s1
  3%	1%	0	-3%	-6	2%	-2%	-2%
CCOc1cc(NC(=O)c2ccco2)c(OCC)cc1NC(=O)c1cc(OC)c(OC)c(OC)c1
  14%	18%	16	2%	27	3%	1%	1%
Cc1ccc(NC(=O)CN(C)C(=O)c2ccc(Br)o2)cc1
  -3%	3%	-17	0%	0	8%	8%	25%
COc1ccccc1NC(=O)C(C)Nc1ccc(C)c(Cl)c1 (stereo unspecified)
  25%	21%	-2	9%	3	-9%	13%	24%
Cc1nn(C)c(C)c1S(=O)(=O)N1CCCC(C(=O)NCC2COc3ccccc3O2)C1 (stereo unspecified)
  -1%	-5%	-1	1%	9	-10%	8%	4%
Cc1ccc(Cl)cc1N1CCN(S(=O)(=O)c2c(C)nc3scc(C)n3c2=O)CC1
  ?	19%	6	2%	7	-15%	11%	-9%
Cc1ccc(-n2c(SCC(=O)Nc3cc(C)on3)nc3c(c2=O)SC(C)C3)cc1 (stereo unspecified)
  16%	-10%	-9	-8%	-24	-1%	16%	3%
Cc1ccc(CNC(=O)CCS(=O)(=O)c2ccc3c(c2)NC(=O)CO3)cc1
  5%	12%	2	-5%	-4	-4%	8%	1%
Cc1ccc(S(=O)(=O)C2(C(=O)N3CCN(C4CCCCC4)CC3)CC2)cc1
  -13%	12%	10	-14%	-9	10%	9%	?
CCn1c(=O)c(C(=O)Nc2ncccc2C)c(O)c2ccccc21
  -54%[inhibitor]	-70%[inhibitor]	-1	-5%	-4	5%	2%	25%
O=C(O)CCC(=O)Nc1cccc2cccnc12
  0%	-14%	5	-4%	-4	9%	7%	28%
Cc1ccc2[nH]c(C(=O)NCCN3CCCC3)cc2c1
  -7%	-4%	-24	1%	?	-6%	2%	-5%
OCCC1CN(CCCn2cccn2)CCN1C1CCCCC1 (stereo unspecified)
  -13%	-18%	2	-12%	-5	26%	21%	5%

A portion of the library (hit frequency here may not be typical).
